ADAM17 inh: ADAM17 inhibitors, primary screen, biochemical, QFRET. Disintegrin and metalloproteinase domain-containing protein 17 (Homo sapiens), P78536. recombinant ADAM17, EDANS/DABCYL FRET peptide cleavage. inhibition, % at 6.95 µM. 370,000 compounds, 0.83% hits. AID 720648, 2013;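 active means inhibition above the mean of compounds lying between control limits plus 3 SD, set per campaign, cut at about 8.5% in these data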;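 further: 0% = DMSO-only wells as the low control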
PLC-beta3 inh: human PLC-beta3 inhibitors, primary screen, biochemical, fluorescence; Purified PLC-beta3, fluorogenic substrate; 370,000 compounds, 0.18% hits; AID 720704, 2013; inhibition, % at 12.2 µM; 1-phosphatidylinositol 4,5-bisphosphate phosphodiesterase beta-3 (Homo sapiens), Q01970; in the data active means inhibition above about 11%;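 further: 0% = median of compound wells on plate and 100% = full blocker control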
ssDAF-12 act: S. stercoralis DAF-12 nuclear receptor activators, primary screen, cell-based, luminescence, HEK293, GRIP1 co-expression, lit1-tk-luc; 370,000 compounds, 1% hits; Nuclear hormone receptor DAF-12 (Strongyloides stercoralis); HEK293 ssDAF-12/GRIP1 lit1-tk-luc reporter; % of 3 µM dafachronic acid response; activation, % at 6.8 µM;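 active means activation above the mean over all tested compounds plus 3 SD, cut at about 0.9% in these data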;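 further: 0% = DMSO-only wells and 100% = 3 µM delta7-dafachronic acid wells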
hgDAF12 agonist: H. glycines DAF-12 receptor agonists, primary screen, cell-based, luminescence, HEK293, GAL4 fusion, UAS-luciferase. 370,000 compounds, 1.8% hits. HEK293 GAL4-hgDAF12 UAS-luciferase reporter, agonist luminescence; normalized to butyrate control. AID 687014, 2013. Nuclear hormone receptor DAF-12 (Heterodera glycines), GAL4 fusion. activation, % at 6.8 µM;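 active means activation above a cutoff set at the mean of all screened compounds plus 3 SD, cut at about 10% in these data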;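 further: 0% = DMSO wells and 100% = sodium butyrate wells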
PLC-gamma1 inh: PLC-gamma1 enzyme inhibitors, primary screen, biochemical, fluorescence, purified enzyme | 1-phosphatidylinositol 4,5-bisphosphate phosphodiesterase gamma-1 (Homo sapiens), P19174 | fluorogenic substrate | inhibition, % at 12.2 µM | 370,000 compounds, 0.84% hits | AID 720700, 2013; in the data active means inhibition above about 9.5%
FXN GAA850 act: FXN promoter activators, primary screen, cell-based, luciferase luminescence, HEK293 lucGAA850. HEK293 lucGAA850 FXN promoter luciferase reporter, 24 h; percent of 10 µM SAHA response. activation, % at 6 µM. 360,000 compounds, 0.56% hits;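 active means activation above the average of all compounds screened plus 3 SD, cutoff fixed separately per campaign, cut at about 7.5% in these data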;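 further: 0% = DMSO wells and 100% = 10 µM SAHA wells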
hcDAF12 agonist: H. contortus DAF-12 nuclear receptor activators, primary screen, cell-based, luminescence, HEK293, lit1-tk-luc reporter; HEK293 hcDAF-12 lit1-tk-luc reporter; 0% DMSO, 100% Δ7-dafachronic acid; 370,000 compounds, 1.4% hits; activation, % at 6.8 µM; AID 652067, 2013;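 active means activation above the mean of all tested compounds plus 3 SD, cut at about 5.5% in these data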;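 further: 100% = response to 3 µM Δ7-dafachronic acid high control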
DAX1 inh-1: DAX1 (NR0B1) inhibitors, primary screen, cell-based, HEK293, Gal4-DAX1, luciferase luminescence; inhibition, % at 6.75 µM; AID 504766, 2011; Nuclear receptor subfamily 0 group B member 1 (Homo sapiens), P51843; HEK293 Gal4-DAX1 luciferase reporter; 340,000 compounds, 0.99% hits;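 active means inhibition above the mean over all tested compounds plus 3 SD, cut at about 4.2% in these data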;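 further: 0% = DAX1-transfected cells with DMSO and 100% = empty-vector control cells with DMSO; inhibition shows as a rise in luminescence from relieved DAX1 repression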
HGIII-sPLA2 inh: human group III sPLA2 inhibitors, primary screen, biochemical, QFRET, BODIPY PC-A2 liposome substrate; Group 3 secretory phospholipase A2 (Homo sapiens), Q9NZ20; QFRET BODIPY PC-A2 liposome hydrolysis, fluorescence; inhibition, % at 12.2 µM; 370,000 compounds, 0.56% hits; AID 743126, 2013;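 active means inhibition above mean plus 3 SD of compounds lying within the high and low control bounds, cut at about 19% in these data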;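 further: 0% = median of test compound wells and 100% = no enzyme DMSO wells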
Target sequence (Q9NZ20 whole entry, looked up): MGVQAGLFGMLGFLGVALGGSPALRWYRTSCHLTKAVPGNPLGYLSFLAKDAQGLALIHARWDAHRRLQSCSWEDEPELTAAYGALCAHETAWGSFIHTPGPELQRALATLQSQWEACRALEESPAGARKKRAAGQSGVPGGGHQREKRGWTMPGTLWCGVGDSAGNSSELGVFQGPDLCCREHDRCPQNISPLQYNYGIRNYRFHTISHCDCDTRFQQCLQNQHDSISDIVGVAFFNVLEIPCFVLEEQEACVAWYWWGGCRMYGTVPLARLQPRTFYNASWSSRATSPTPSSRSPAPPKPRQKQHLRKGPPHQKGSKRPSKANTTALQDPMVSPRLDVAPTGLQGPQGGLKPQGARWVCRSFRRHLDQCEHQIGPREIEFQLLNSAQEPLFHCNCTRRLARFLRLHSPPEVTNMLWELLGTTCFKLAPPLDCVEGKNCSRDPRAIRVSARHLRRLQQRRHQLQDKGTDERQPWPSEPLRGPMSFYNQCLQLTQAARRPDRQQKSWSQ
ADAM10 inh: human ADAM10 inhibitors, primary screen, biochemical, QFRET, HTS; Disintegrin and metalloproteinase domain-containing protein 10 (Homo sapiens), O14672; recombinant ADAM10, EDANS/DABCYL FRET peptide cleavage, 3 h; inhibition, % at 7 µM; 370,000 compounds, 0.62% hits;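 active means inhibition above a per-campaign cutoff equal to the mean of compounds falling between control-based bounds plus 3 SD, cut at about 20% in these data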;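 further: 0% = DMSO wells while the 100% control is not disclosed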
Target sequence (O14672 214-748 limits assumed): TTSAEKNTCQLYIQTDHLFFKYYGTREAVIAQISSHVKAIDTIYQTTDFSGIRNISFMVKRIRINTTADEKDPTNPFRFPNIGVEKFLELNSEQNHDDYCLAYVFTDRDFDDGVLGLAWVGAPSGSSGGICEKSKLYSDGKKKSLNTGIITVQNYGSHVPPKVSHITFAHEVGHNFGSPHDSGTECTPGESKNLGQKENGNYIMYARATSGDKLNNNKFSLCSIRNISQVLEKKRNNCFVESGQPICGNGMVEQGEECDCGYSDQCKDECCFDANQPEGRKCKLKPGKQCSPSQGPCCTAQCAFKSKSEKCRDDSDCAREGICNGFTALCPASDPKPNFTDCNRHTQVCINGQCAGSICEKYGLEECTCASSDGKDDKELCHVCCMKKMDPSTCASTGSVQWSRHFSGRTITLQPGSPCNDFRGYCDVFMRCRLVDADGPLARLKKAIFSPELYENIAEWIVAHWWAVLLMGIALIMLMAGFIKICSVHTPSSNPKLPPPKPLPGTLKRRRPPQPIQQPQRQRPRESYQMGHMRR
DAX1 inh-2: DAX1 (NR0B1) inhibitors on StAR promoter, primary screen, cell-based, luminescence, SF-1 (NR5A1), full-length DAX-1 | HEK293T StAR-luciferase reporter, SF-1/DAX-1 repression relief | inhibition, % at 6.8 µM | 370,000 compounds, 1.1% hits | AID 652010, 2013;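 active means inhibition above the mean over all tested compounds plus 3 SD, cut at about 3.6% in these data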;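 further: 0% = DAX-1 cells with DMSO and 100% = cells lacking DAX-1 with DMSO; higher inhibition means more luminescence from relief of DAX-1 repression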
Active calls of the source: *; i = inactive. The order is random; any-hit rate near 6.9%.

cpd	Compound	ADAM17 inh	PLC-beta3 inh	ssDAF-12 act	hgDAF12 agonist	PLC-gamma1 inh	FXN GAA850 act
1	O=C(CCN1C(=O)/C(=C/c2ccc(F)cc2)SC1=S)N[C@@H](CO)Cc1ccccc1	-3	-12	-1.4	-1.1	-3	-6.1
2	COc1ccc(NC(=O)COC(=O)c2ccc(S(=O)(=O)N3CC(C)CC(C)C3)cc2)cc1OC (stereo unspecified)	-1	-1	-1.0	-0.1	3	1.7
3	CCN(CC)S(=O)(=O)c1ccc(N2CC(C(=O)NCCc3ccc(Cl)cc3)CC2=O)cc1 (stereo unspecified)	-5	-6	-1.1	-0.4	-1	1.3
4	Cc1cccn(Cc2c(F)cccc2Cl)c1=O	-5	-4	0.1	-0.3	1	0.2
5	O=S(=O)(c1ccc(Cl)s1)N1CCc2ccccc2C1	1	1	-1.5	2.3	2	-0.9
6	O=c1cc2c(c(-c3ccccc3)n1Cc1ccccc1)[C@@H](CCO)NC2	-10	-16	-0.7	1.3	-12	1.1
7	CCOc1ccccc1C(=O)NC(C(=O)OCC(=O)NNC(=O)c1cccs1)C(C)C (stereo unspecified)	-1	1	-1.3	0.5	-1	0.6
8	COc1cccc(C(=O)Nc2c(C)n[nH]c2C)c1	2	0	-1.7	0.4	7	-0.8

cpd	hcDAF12 agonist	DAX1 inh-1	HGIII-sPLA2 inh	ADAM10 inh	DAX1 inh-2
1	3.2	0.5	-4	-9	1.5
2	0.7	0.4	11	-19	1.4
3	-1.3	-0.3	-15	-9	-1.4
4	-0.9	1.1	-3	-4	-0.6
5	-1.8	0.5	-8	0	-0.5
6	2.3	-0.7	3	-59	-0.9
7	-0.8	1.3	-6	-4	-0.9
8	0.2	-0.1	2	-2	0.2

Following part
cpd	Compound	ADAM17 inh	PLC-beta3 inh	ssDAF-12 act	hgDAF12 agonist	PLC-gamma1 inh	FXN GAA850 act
9	O=C(O)c1ccccc1-c1ccccc1C(=O)NCc1ccco1	-2	1	-0.9	0.1	3	-0.1
10	Cc1ccc(-c2csc3ncnc(N4CCN(S(=O)(=O)c5ccc(C#N)cc5)CC4)c23)cc1	-2	-5	-0.9	-2.3	-3	-1.3
11	Cc1noc(/C=C/N(C)C)c1S(=O)(=O)N1CCC(C(=O)NC(C)(C)C)CC1	-5	-13	-1.4	0.6	2	-0.5
12	Cc1ccc(/C=C/C(=O)OCC(=O)NCCc2ccc(S(N)(=O)=O)cc2)o1	-3	0	-1.0	-0.5	0	1.0
13	C[C@@H]1C[C@H]2[C@@H]3CCC4=CC(=O)C=C[C@]4(C)[C@@]3(F)[C@@H](O)C[C@]2(C)[C@@]1(O)C(=O)COP(=O)(O)O	-3	-1	-1.2	-5.8	-2	1.0
14	CC(C)CS(=O)(=O)C1=NN2C(=N)/C(=C\c3ccc(OC(=O)c4ccco4)cc3)C(=O)N=C2S1	-2	-18	-1.2	1.1	-4	1.5
15	O=C(CNC(=O)c1ccccc1)OCc1nc2ccccc2s1	1	1	1.0*	8.4	-5	3.2
16	CC(C)[C@H](NC(N)=O)C(=O)Nc1ccc(F)c(Cl)c1	-2	-6	-1.5	-0.5	0	-2.3

cpd	hcDAF12 agonist	DAX1 inh-1	HGIII-sPLA2 inh	ADAM10 inh	DAX1 inh-2
9	-0.2	-0.3	6	10	-0.5
10	-0.7	1.4	-2	1	-0.6
11	3.7	0.7	-1	2	0.6
12	0.1	-0.3	-7	-16	-0.5
13	-1.2	0.6	0	-3	2.2
14	-1.0	0.3	-32	7	0.7
15	7.5*	0.6	1	1	0.4
16	-0.1	-0.5	-4	-3	-0.4

Following part.
cpd	Compound	ADAM17 inh	PLC-beta3 inh	ssDAF-12 act	hgDAF12 agonist	PLC-gamma1 inh	FXN GAA850 act
17	CCOc1ccc(NC(=O)CN2CCN(CC(=O)Nc3ccc(Cl)c(C(F)(F)F)c3)CC2)cc1	4	5	-1.6	-3.2	2	-2.2
18	Cc1nc(N(C)C2CCCCC2)c2nnn(Cc3ccc(F)cc3)c2n1	-2	3	-1.0	0.3	-1	7.5
19	Cc1cc2c([nH]c3ccccc32)c(C)n1	-377	i	-0.3	3.5	i	2.5
20	Cc1ccc(Cn2c(SCC(=O)NCC3CCCO3)nc3ccsc3c2=O)cc1 (stereo unspecified)	-3	-9	-1.5	-1.1	1	3.1
21	CCOC(=O)c1cc(C)sc1NC(=O)C(c1ccccc1)c1ccccc1	-1	-1	-1.6	0.7	0	2.6
22	COc1cc2ccccc2cc1C(=O)NC1CCC(C)CC1 (stereo unspecified)	-20	-12	-1.1	6.4	-8	2.6
23	O=C(O)CNC(=O)CCN1C(=O)c2ccccc2C1=O	0	0	-0.8	1.1	1	0.1
24	COC(=O)c1cc(-c2c(-c3ccc4c(c3)OCO4)noc2-c2ccsc2)cc([N+](=O)[O-])c1	0	3	-1.1	3.4	-2	-0.6

cpd	hcDAF12 agonist	DAX1 inh-1	HGIII-sPLA2 inh	ADAM10 inh	DAX1 inh-2
17	-3.9	-1.2	-40	15	-1.6
18	-0.6	-0.1	3	-6	1.1
19	-0.7	3.7	-5	i	-0.2
20	-1.6	0.2	1	2	0.1
21	-0.5	-1.8	-16	1	-0.5
22	-0.3	0.6	-7	-70	2.5
23	-0.4	1.0	5	10	0.7
24	0.5	0.5	1	5	0.0

More entries follow.
cpd	Compound	ADAM17 inh	PLC-beta3 inh	ssDAF-12 act	hgDAF12 agonist	PLC-gamma1 inh	FXN GAA850 act
25	CCCN(CC(=O)Nc1cc(C)on1)CC(=O)Nc1ccccc1C	-2	-8	-0.8	0.1	3	-0.9
26	CC(C)(C)c1ccc(-n2ncc3c2CCCC3NC(=O)c2csnn2)cc1 (stereo unspecified)	-5	-7	-0.7	0.9	-4	-0.3
27	O=C1NC2(CCCCCC2)C(=O)N1Cc1ccccc1	-7	-6	-2.1	-0.1	-1	0.4
28	COc1ccc(CC(=O)NNC(=O)CSc2nnc(Cc3ccc(OC)cc3)n2-c2ccccc2)cc1	0	0	-1.3	-1.2	-3	2.5
29	O=C(CSCc1ccccc1)Nc1cccc(C(=O)Nc2ccc(C(=O)O)cc2)c1	-1	0	-1.5	0.0	5	0.7
30	Cc1csc(=O)n1CCC(=O)OCC(=O)Nc1cc([N+](=O)[O-])ccc1Cl	-5	-5	-0.8	-0.6	4	0.5
31	Cc1cccc(OCc2nnc(SCC(=O)Nc3cccc(C(=O)N4CCOCC4)c3)n2C)c1	-7	-2	-0.8	-2.3	5	1.5
32	CC(C)(C)NC(=O)NC(=O)CN1CCc2ccccc21	-2	-1	-1.0	0.7	-2	1.0

cpd	hcDAF12 agonist	DAX1 inh-1	HGIII-sPLA2 inh	ADAM10 inh	DAX1 inh-2
25	-2.2	-0.4	7	-20	-0.4
26	-0.7	-0.1	-1	2	-0.6
27	-1.6	-1.9	2	-13	0.0
28	2.7	-0.7	-14	1	-0.4
29	-0.7	-0.9	-9	11	0.4
30	-0.5	1.2	4	-9	-0.1
31	-1.9	-1.1	8	3	-0.7
32	3.9	-0.2	3	10	1.2

ssDAF-12 act, hit marks shown above.
nr	SMILES	ADAM17 inh	PLC-beta3 inh	ssDAF-12 act	PLC-gamma1 inh	FXN GAA850 act	hcDAF12 agonist	DAX1 inh-1	HGIII-sPLA2 inh	ADAM10 inh	DAX1 inh-2
15	O=C(CNC(=O)c1ccccc1)OCc1nc2ccccc2s1	1	1	1.0*	-5	3.2	7.5*	0.6	1	1	0.4

An excerpt from above with just ssDAF-12 act and ADAM10 inh:
| entry | Molecule | ssDAF-12 act | ADAM10 inh |
| --- | --- | --- | --- |
| 28 | COc1ccc(CC(=O)NNC(=O)CSc2nnc(Cc3ccc(OC)cc3)n2-c2ccccc2)cc1 | -1.3 | 1 |
| 29 | O=C(CSCc1ccccc1)Nc1cccc(C(=O)Nc2ccc(C(=O)O)cc2)c1 | -1.5 | 11 |

Later entries
cpd	Compound	ADAM17 inh	PLC-beta3 inh	ssDAF-12 act	hgDAF12 agonist	PLC-gamma1 inh	FXN GAA850 act
33	CCCCCN(C(=O)COC(=O)COc1c(C)cc(C)cc1C)c1c(N)n(CCCC)c(=O)[nH]c1=O	-1	-7	-0.8	0.4	-1	2.6
34	Cc1nc(CS(=O)(=O)c2ccccc2)cc(N2CCN(c3ccccc3F)CC2)n1	1	-2	-1.7	2.7	-1	0.5
35	COc1ccc(F)cc1S(=O)(=O)NCC(c1ccc2c(c1)OCO2)N1CCN(C)CC1 (stereo unspecified)	-2	-3	-0.4	-0.9	0	0.1
36	CCOc1ccc(-n2cc(C(=O)NCCOC)c3cc(OC)c(OC)cc3c2=O)cc1	-1	-1	-0.9	0.7	2	0.2
37	COC(/C=C/Nc1ccc(OC)cc1)=C(C#N)C#N	-10	1	-0.7	-1.2	4	-0.4
38	COc1ccc(-c2nn3c(C4CCCCC4)nnc3s2)cc1OC	-9	-5	-2.1	-0.8	-4	13*
39	CCCc1noc(-c2cccc([N+](=O)[O-])c2)n1	-2	-4	-1.4	1.6	-2	-2.6
40	CCCCN(Cc1ccccc1)C1CCN(Cc2ccccc2)CC1	1	-4	-0.3	3.3	2	-0.5
41	COc1ccc(/C=C/C(=O)Nc2cccnc2Cl)cc1	-6	-5	-0.7	9.7	5	1.5
42	Cc1ccc(S(=O)(=O)N2CCOC23CCN(C(=O)c2cc(Cl)ccc2Cl)CC3)cc1	1	-4	-1.1	1.6	-1	-0.6
43	O=C1C(Nc2ccc(O)cc2)=C/C(=N/S(=O)(=O)c2cccs2)c2ccccc21	4	7	-3.3	-17	20*	-16

cpd	hcDAF12 agonist	DAX1 inh-1	HGIII-sPLA2 inh	ADAM10 inh	DAX1 inh-2
33	2.4	-1.0	-2	1	2.6
34	-1.1	1.2	1	2	0.1
35	-0.1	0.7	0	-4	0.1
36	-0.2	1.0	-9	2	-0.3
37	2.2	2.0	15	9	0.4
38	-3.9	-1.5	-3	-27	-1.3
39	-0.6	-1.0	1	1	0.9
40	0.0	1.0	4	1	0.3
41	2.2	2.5	-6	-6	0.8
42	-2.2	-1.6	-4	12	0.2
43	-6.2	-8.1	-51	5	-5.0

Screening data: PubChem BioAssay, The Scripps Research Institute Molecular Screening Center
